Screening results (PubChem BioAssay)
PDI inh = inhibitors of human PDI, primary screen, biochemical, turbidity, single point, plate reader. Protein disulfide-isomerase (Homo sapiens), P07237. PDI insulin aggregation turbidity, A650, 90 min. inhibition, % at 10 µM. 0.052% of 350,000 active. AID 588391, 2011;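 active = mean inhibition across replicates of 30% or more, whatever share of single replicates reach that level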;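 also: absorbance from insulin aggregation driven by PDI reduction with DTT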
Target sequence (P07237 whole entry, looked up): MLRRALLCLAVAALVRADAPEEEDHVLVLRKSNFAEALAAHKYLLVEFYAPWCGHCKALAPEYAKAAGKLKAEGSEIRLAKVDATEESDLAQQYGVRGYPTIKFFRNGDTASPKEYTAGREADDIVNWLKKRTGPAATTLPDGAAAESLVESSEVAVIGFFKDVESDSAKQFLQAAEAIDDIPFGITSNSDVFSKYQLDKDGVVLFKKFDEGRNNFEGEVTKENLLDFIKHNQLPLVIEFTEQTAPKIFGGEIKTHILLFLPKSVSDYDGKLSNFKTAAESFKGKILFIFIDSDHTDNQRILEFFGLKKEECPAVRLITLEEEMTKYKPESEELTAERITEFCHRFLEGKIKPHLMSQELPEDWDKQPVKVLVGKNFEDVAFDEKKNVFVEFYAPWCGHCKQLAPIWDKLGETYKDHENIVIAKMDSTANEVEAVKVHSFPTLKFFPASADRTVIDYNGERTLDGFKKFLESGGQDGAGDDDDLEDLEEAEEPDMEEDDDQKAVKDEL
Granule exo inh = LAMP-1 surface exposure blockers, TALL-104 cells – cell-based, flow cytometry, MLPCN library, primary screen; inhibition, % at 10 µM; TALL-104 LAMP-1 surface exposure; cells stimulated with thapsigargin and PMA; 0.66% of 360,000 active;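 active = inhibition above about 55%, limit read from the data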
NR2E3 ag-1 = NR2E3 agonists in two-hybrid cells, primary screen, cell-based, luminescence, CHO-S, Gal4-NCOR/VP16-NR2E3 | inhibition of corepressor binding, % at 3.98 µM | luciferase | 0.35% of 360,000 active | AID 602229, 2012;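 active = inhibition above the mean of all tested compounds plus 3 SD, cut at about 70% in these data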;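 also: 0% = DMSO with NR2E3 transfected cells and 100% = cells lacking NR2E3 construct; higher means lower luciferase signal from less NR2E3 corepressor binding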
Target sequence (Q9Y5X4 whole entry, looked up, the tested form may be a part): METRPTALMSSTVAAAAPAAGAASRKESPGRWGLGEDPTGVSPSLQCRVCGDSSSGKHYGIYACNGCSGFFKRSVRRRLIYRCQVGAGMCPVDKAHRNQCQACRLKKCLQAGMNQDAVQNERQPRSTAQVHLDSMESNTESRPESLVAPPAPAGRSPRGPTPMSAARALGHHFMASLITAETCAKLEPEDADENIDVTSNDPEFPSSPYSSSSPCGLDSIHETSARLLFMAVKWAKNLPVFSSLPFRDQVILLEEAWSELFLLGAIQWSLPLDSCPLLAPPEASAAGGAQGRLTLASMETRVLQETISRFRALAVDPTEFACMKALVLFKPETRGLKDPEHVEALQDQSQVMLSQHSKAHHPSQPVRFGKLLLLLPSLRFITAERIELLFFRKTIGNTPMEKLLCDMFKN
Peg3 prom inh = Peg3 promoter-driven luciferase inhibitors, primary screen, cell-based, HeLa, luciferase luminescence; HeLa PEG-Prom luciferase reporter, overnight; inhibition, % at 20 µM; 1.7% of 360,000 active;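 active = inhibition of at least 50% at 20 µM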
hiPSC survival = enhancers of single-cell hiPSC survival, primary screen, ATPlite luminescence | 100% = ROCK inhibitor wells, 0% = DMSO | survival enhancement, % at 20 µM | 0.044% of 360,000 active | AID 602274, 2012; in the data active = survival enhancement above about 18%;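 also: cells exposed to compounds for 16 hours before the ATP read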
NR2E3 ag-2 = inhibitors of NR2E3-RetCOR corepressor binding, primary screen, NR2E3 agonist project, biochemical, TR-FRET, GST-NR2E3, biotin-RetCOR. Photoreceptor-specific nuclear receptor (Homo sapiens), Q9Y5X4. 1536-well. inhibition of corepressor binding, % at 4.78 µM. 0.12% of 320,000 active. AID 2300, 2010;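 active = percent inhibition above the cutoff of mean plus 3 SD of all tested compounds, set per screening campaign, cut at about 20% in these data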;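 also: 0% = DMSO wells and 100% = biotin wells as full block of FRET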
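System: GST-tagged NR2E3 plus biotinylated RetCOR corepressor; Buffer or medium: pH 7.5 Tris-based buffer; Probe or stimulus: RetCOR corepressor, biotinylated, 7 nM; Doses: compound at 4.8 µM, single dose; Schedule: 5 h incubation at 4 °C; Technique: time-resolved FRET; Evaluation: percent inhibition of TR-FRET ratio; Replication: one well per compound, singlicate testing.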
Vif imaging = HIV Vif self-association inhibitors, primary screen, imaging, HEK293T, single point | HEK293T cells, Vif self-association by quenched fluorescence, 24 h | inhibition, % at 7.49 µM | 0.35% of 340,000 active; in the data active = inhibition above about 50%, passing the limit was not always enough; also: some results filed as inactive read as strong as hits
aDG glyco up = activators of alpha-DG glycosylation, primary screen, uHTS, Pro5-aDG cells, AlphaScreen; 0.22% of 360,000 active; alpha-DG glycosylation AlphaScreen (IIH6); 0% Pro5, 100% B10-LARGE cell signal; activation, % at 10 µM; AID 624168, 2012;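 active = activation of at least 8% versus controls, or a plate z-score of at least 8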;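 also: Pro5 are CHO cells carrying HIG-tagged alpha-DG that lacks glycosylation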
CaV13 FRET inh = Disruptors of the CACNA1D IQ motif to Ca2+-dependent inactivation inhibitor domain association, primary screening, Förster resonance energy transfer in intact living …; HEK cells, CFP/YFP FRET ICDI-IQ, plate reader, 10 min; percent FRET-ratio fall versus neutral wells; inhibition, % at 12.3 µM; 0.098% of 340,000 active; AID 743397;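 active = mean replicate inhibition of at least 30% and at least 1% of replicates passing that level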;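 also: 0% = median of the neutral control wells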
HIF-2a block = HIF-2a reporter inhibitors, primary screen, luminescence, 786-0 RCC cells | inhibition, % at 18.8 µM | 786-0 RCC cells HIF-2a reporter, luciferase luminescence, overnight | 0.72% of 360,000 active;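 active = inhibition of the luminescence signal of 40% or more relative to plate controls, in a single-dose primary screen at 18.75 µM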
MITF TRPM1 inh = inhibitors of MITF-dependent TRPM1 promoter reporter, primary screen, cell-based, SK-MEL-5, single point, luciferase. SK-MEL-5 TRPM1 promoter luciferase, 24 h. inhibition, % at 12.5 µM. 0.83% of 330,000 active;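 active = mean inhibition across replicates of 60% or more, whatever share of single replicates reaches that level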; also: values of inactives mirror those of a sister screen read the other way
Active calls of the source: *; · = no result given. The order is random, and some 3.5% of all compounds hit somewhere here.

1: CCOc1cccc(N(C(=O)C2COc3ccccc3O2)C(C(=O)NC2CCCCC2)c2ccc(O)cc2)c1 (stereo not given)
2: O=C(c1ccc2ncsc2c1)N1CCCC(C(F)(F)F)C1 (stereo not given)
3: O=C(CCCN=C1NS(=O)(=O)c2ccccc21)OCC(=O)c1ccc(Br)cc1
4: CC(CN1CCCC1)OC(=O)C(c1ccccc1)c1ccccc1 (stereo not given)
5: CCn1c(Cc2ccccc2)nnc1SCc1nc2ccccc2c(=O)[nH]1
6: CCOC(=O)C1CCN(C(=O)c2cc(C)n(C(C)(C)C)n2)CC1
7: Cc1c(Cl)cccc1N1C(=O)CC(NNC(=O)c2ccc3c(c2)OCO3)C1=O (stereo not given)
8: COCCN(C(=O)COC(=O)CCS(=O)(=O)c1ccccc1)c1c(N)n(Cc2ccccc2)c(=O)[nH]c1=O

assay / entry,1,2,3,4,5,6,7,8
Peg3 prom inh,8,-9,-3,-1,28,-3,1,-11
aDG glyco up,0.2,0.0,0.1,0.0,0.0,0.0,-0.2,0.2
Granule exo inh,-9,-2,30,3,1,2,-3,2
HIF-2a block,20,13,9,15,3,0,-10,11
CaV13 FRET inh,-4,-2,-3,-19,-6,-5,-3,-6
PDI inh,6,6,-1,4,-3,-6,6,-4
NR2E3 ag-1,22,8,-17,-3,12,5,-9,21
MITF TRPM1 inh,-2,-4,3,-7,7,-6,3,-3
NR2E3 ag-2,0,-1,-3,3,3,3,·,-1
hiPSC survival,0.1,0.1,0.1,-0.6,-0.7,-0.6,0.3,4.8
Vif imaging,0,2,-4,6,5,-3,-1,-8

9: CCOC(=O)c1c(C)c(C(=O)Nc2ccc3c(c2)OCCO3)c(C)n1C
10: CCOC1=C2[C@@H](CN(S(=O)(=O)c3ccc(C)cc3)[C@H]2c2ccc(CC)cc2)[C@H]2C(=O)N(C)C(=O)[C@H]2C1
11: Cc1ccc(S(=O)(=O)NCCC(=O)OCC(=O)NCCc2ccccc2)cc1C
12: COc1cc(/C=N/NC(=O)c2sc(N)c(C#N)c2C)ccc1O
13: O=C(COc1coc(CN2CCc3ccccc3C2)cc1=O)Nc1cccc(F)c1
14: O=C(O)COc1ccc(/C=N/NC(=O)C(O)(c2ccccc2)c2ccccc2)cc1
15: Clc1ccc(C=NNc2ccccn2)c(Cl)c1
16: COC(=O)C1=C(O)/C(=C/c2ccc(OCC(=O)Nc3ccccc3)cc2)N=C1C

assay / entry,9,10,11,12,13,14,15,16
Peg3 prom inh,-66,3,-5,19,-18,6,-45,-31
aDG glyco up,-0.1,-0.1,-0.2,0.1,1.0,0.0,-0.1,0.0
Granule exo inh,2,-5,0,-2,26,-6,-3,1
HIF-2a block,-105,6,8,-52,-26,22,-36,22
CaV13 FRET inh,-5,-3,-7,-6,-1,-3,-5,-4
PDI inh,-1,·,-5,-10,-2,-1,15,-3
NR2E3 ag-1,-77,11,-7,30,-1,-12,-35,-16
MITF TRPM1 inh,4,·,-3,-30,-8,3,-2,-15
NR2E3 ag-2,2,·,3,-2,-1,0,·,-5
hiPSC survival,-0.6,-0.4,-0.6,-1.0,-0.7,-0.3,0.9,1.2
Vif imaging,4,-3,11,-2,0,6,-3,·

17: COc1ccc(CC(NC(C)=O)C(=O)NC2CCN(c3nc(C)cc(C)c3C#N)CC2)cc1 (stereo not given)
18: CCOC(=O)Cc1nn(Cc2ccc(Cl)cc2)c(=O)c2ccccc12
19: C=CCn1ccc(=O)nc1SC
20: CC(C)c1ccc(/C=C/C(=O)n2nnc3ccccc32)cc1
21: CCCCNC(=O)C1(C)CCN1C(=O)c1ccc2sccc2c1 (stereo not given)
22: Cc1cc(C)c2cc(C)c3nnc(SCC(=O)NCc4ccc5c(c4)OCO5)n3c2c1
23: O=c1c(-c2ccccc2)n[nH]c2ccccc12
24: Cc1cc(C(=O)NNC(=S)NCc2ccco2)n(C)n1

assay / entry,17,18,19,20,21,22,23,24
Peg3 prom inh,14,38,1,24,12,13,-281,1
aDG glyco up,0.5,0.2,0.2,0.2,0.1,0.2,0.5,0.5
Granule exo inh,3,1,-12,-1,-1,1,-1,-2
HIF-2a block,12,12,6,-6,12,3,-233,8
CaV13 FRET inh,-4,-3,-5,-4,-10,-4,-1,-3
PDI inh,11,-10,-6,-4,-8,0,7,3
NR2E3 ag-1,-27,6,-22,-3,2,-8,-146,7
MITF TRPM1 inh,9,-20,5,14,·,12,-45,-5
NR2E3 ag-2,4,0,·,2,·,0,2,1
hiPSC survival,3.7,-0.5,-0.8,-5.7,-1.3,-0.1,-2.8,0.6
Vif imaging,6,-6,6,3,·,-1,1,-2

25: COc1ccccc1C1SCCN1S(C)(=O)=O (stereo not given)
26: CCOc1ccc(N2C(=O)CC(Sc3nc4ccc(OCC)cc4s3)C2=O)cc1 (stereo not given)
27: CCOC(=O)C1=C(COC(=O)c2ccccc2OC)NC(=O)NC1C (stereo not given)
28: Cc1cc(Br)cn2c(Cc3ccccc3C(F)(F)F)c(-c3ccccc3)nc12
29: O=C(Nc1ccccc1O)/C(=C\c1ccccc1)NC(=O)c1ccccc1
30: COCCC(=O)Nc1ccc2c(c1)CN(C(=O)CCOC)CC2
31: CC(=O)Oc1ccc2nc(-c3ccc(Br)o3)oc(=O)c2c1
32: CCOC(=O)c1sc(N)c(C(=O)OCC)c1C

assay / entry,25,26,27,28,29,30,31,32
Peg3 prom inh,2,-10,-23,·,15,1,18,-178
aDG glyco up,-0.5,-0.5,0.0,0.3,0.7,-0.4,-0.2,0.1
Granule exo inh,-3,26,-4,-5,4,0,4,-10
HIF-2a block,10,-106,-19,1,12,15,16,-264
CaV13 FRET inh,·,·,-7,-5,3,-6,-19,-5
PDI inh,17,-11,10,·,0,-2,-1,-13
NR2E3 ag-1,4,-9,-33,-3,29,10,5,-58
MITF TRPM1 inh,8,-47,-10,·,6,-2,13,·
NR2E3 ag-2,3,0,·,·,3,-3,4,-3
hiPSC survival,5.7,6.1,-0.5,-0.6,0.1,-1.7,3.0,1.4
Vif imaging,4,3,-10,·,3,4,-3,-4

33: CN(C)CCNc1ncnc2c1ncn2[C@H]1CN(Cc2ccc(F)cc2)C[C@@H](CO)O1
34: CCOC(=O)c1ccc(NC(=O)CCNC(=O)c2ccc([N+](=O)[O-])cc2)cc1
35: Cc1cccc(C)c1NC(=O)CSc1nnc(NC(=O)C2CC2)s1
36: Nc1nc(-c2ccccc2)cc(-c2ccccc2O)n1
37: CC(=O)c1ccc(S(=O)(=O)NCC2(N3CCOCC3)CCCCC2)cc1
38: COc1ccc(CC2(C)OC(c3ccc([N+](=O)[O-])cc3)=NN2C(C)=O)cc1 (stereo not given)
39: COc1ccc(C)cc1NC(=O)NCc1ccccn1
40: O=C(CCc1nnc(Cc2c[nH]c3ccccc23)o1)NCC1CC12CCCCC2 (stereo not given)

assay / entry,33,34,35,36,37,38,39,40
Peg3 prom inh,3,-1,-2,40,-8,18,0,-23
aDG glyco up,-0.3,-0.1,-0.1,-0.3,0.0,-0.3,0.4,0.0
Granule exo inh,-2,-12,-2,0,1,7,1,-5
HIF-2a block,10,-12,14,-260,-4,16,12,-24
CaV13 FRET inh,-1,-3,-4,-10,-6,0,-7,0
PDI inh,4,-5,-17,2,8,8,1,2
NR2E3 ag-1,8,-33,2,26,-42,-21,-30,24
MITF TRPM1 inh,·,8,9,8,-8,1,4,-3
NR2E3 ag-2,·,0,6,4,1,4,5,4
hiPSC survival,6.7,-0.4,0.2,-0.5,-1.3,-0.2,-1.9,-0.1
Vif imaging,·,6,0,-7,35,22,4,-11

41: Nc1c(-c2ccccc2Cl)cnn1-c1cccc([N+](=O)[O-])c1
42: COc1cc(C)nc(NC(=O)COc2ccc(Cl)cc2C)n1
43: CC1OC2(C)OC(=N)C1(C#N)C(C#N)(C#N)C2c1ccccc1 (stereo not given)
44: CCOC(=O)c1nc(Nc2ccc(C)cc2)c2ccccc2n1
45: CSc1ccccc1C(=O)OCC(=O)NC1CCS(=O)(=O)C1 (stereo not given)
46: CSc1ccc(CN2CCC2(C)C(=O)NCc2ccc3c(c2)OCO3)cc1 (stereo not given)
47: COc1ccc2c3c([nH]c2c1)C1CC2C(CC(O)C(OC)C2CO)CN1CC3 (stereo not given)
48: CC(C)=CC(=O)OCC(=O)NC(=O)NC(C)(C)C
49: CCN(C(=O)CSc1nnc(-c2ccc(F)cc2)c2ccccc12)C1CCS(=O)(=O)C1 (stereo not given)

assay / entry,41,42,43,44,45,46,47,48,49
Peg3 prom inh,-119,-32,-2,-16,3,6,-4,-10,6
aDG glyco up,-0.2,-0.1,0.2,-0.1,0.2,0.3,0.0,0.1,-0.1
Granule exo inh,-4,-1,2,5,7,7,-2,-4,3
HIF-2a block,-100,-30,10,-76,2,-5,2,-11,17
CaV13 FRET inh,-9,-5,-13,·,-5,-6,·,-2,-5
PDI inh,-11,-9,5,1,0,-11,·,3,-6
NR2E3 ag-1,-30,6,-9,-15,-12,-17,-1,0,19
MITF TRPM1 inh,-41,-2,-2,-10,2,·,·,-5,12
NR2E3 ag-2,-1,-1,1,1,3,·,3,0,-2
hiPSC survival,-1.7,-0.9,-0.5,1.4,-4.0,5.1,-1.8,2.1,-0.2
Vif imaging,2,12,3,-1,-2,0,7,-5,-3

Reprinted from the listing (seven entries):
43: CC1OC2(C)OC(=N)C1(C#N)C(C#N)(C#N)C2c1ccccc1 (stereo not given)
44: CCOC(=O)c1nc(Nc2ccc(C)cc2)c2ccccc2n1
45: CSc1ccccc1C(=O)OCC(=O)NC1CCS(=O)(=O)C1 (stereo not given)
46: CSc1ccc(CN2CCC2(C)C(=O)NCc2ccc3c(c2)OCO3)cc1 (stereo not given)
47: COc1ccc2c3c([nH]c2c1)C1CC2C(CC(O)C(OC)C2CO)CN1CC3 (stereo not given)
48: CC(C)=CC(=O)OCC(=O)NC(=O)NC(C)(C)C
49: CCN(C(=O)CSc1nnc(-c2ccc(F)cc2)c2ccccc12)C1CCS(=O)(=O)C1 (stereo not given)

assay / entry,43,44,45,46,47,48,49
Peg3 prom inh,-2,-16,3,6,-4,-10,6
aDG glyco up,0.2,-0.1,0.2,0.3,0.0,0.1,-0.1
Granule exo inh,2,5,7,7,-2,-4,3
HIF-2a block,10,-76,2,-5,2,-11,17
CaV13 FRET inh,-13,·,-5,-6,·,-2,-5
PDI inh,5,1,0,-11,·,3,-6
NR2E3 ag-1,-9,-15,-12,-17,-1,0,19
MITF TRPM1 inh,-2,-10,2,·,·,-5,12
NR2E3 ag-2,1,1,3,·,3,0,-2
hiPSC survival,-0.5,1.4,-4.0,5.1,-1.8,2.1,-0.2
Vif imaging,3,-1,-2,0,7,-5,-3
